# GASC-1 inh – human JMJD2C demethylase inhibition. Q9H3R0. GST-JMJD2C(1-420) H3K9me3 demethylation, DELFIA europium. inhibition, % at 2.35 µM. hit rate 0.069% among 330,000;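 active = more than half of a compound's replicate wells show inhibition beyond 50%, single wells judged on their own value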;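 note: signal counts dimethyl H3K9 product captured on neutravidin plate; 0% = median of DMSO wells and 100% = 0.3 times that DMSO median; strong numbers were not always called active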
# Target sequence (Q9H3R0 1-420 limits assumed): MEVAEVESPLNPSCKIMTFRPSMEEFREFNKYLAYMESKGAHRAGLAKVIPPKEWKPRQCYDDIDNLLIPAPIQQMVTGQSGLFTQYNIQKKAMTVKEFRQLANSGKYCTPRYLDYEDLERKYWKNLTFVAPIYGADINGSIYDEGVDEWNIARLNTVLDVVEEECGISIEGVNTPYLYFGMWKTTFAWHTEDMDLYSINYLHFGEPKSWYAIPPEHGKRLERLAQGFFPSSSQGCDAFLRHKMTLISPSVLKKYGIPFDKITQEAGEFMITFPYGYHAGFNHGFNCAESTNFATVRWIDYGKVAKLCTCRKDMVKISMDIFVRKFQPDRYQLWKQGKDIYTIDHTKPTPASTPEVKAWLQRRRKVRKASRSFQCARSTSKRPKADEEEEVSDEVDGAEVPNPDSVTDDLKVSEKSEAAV
# PP1 inh – PP1-alpha (human) inhibition in PP5 counter-screen; P62136; AID 2235; inhibition, % at 6.7 µM; hit rate 0.9% among 320,000; purified PP1alpha, OMFP fluorescence;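 active = inhibition above the mean inhibition of all tested compounds plus 3 SD, computed separately for each screening campaign, cut at about 15% in these data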
# Target sequence (P62136 whole entry, looked up): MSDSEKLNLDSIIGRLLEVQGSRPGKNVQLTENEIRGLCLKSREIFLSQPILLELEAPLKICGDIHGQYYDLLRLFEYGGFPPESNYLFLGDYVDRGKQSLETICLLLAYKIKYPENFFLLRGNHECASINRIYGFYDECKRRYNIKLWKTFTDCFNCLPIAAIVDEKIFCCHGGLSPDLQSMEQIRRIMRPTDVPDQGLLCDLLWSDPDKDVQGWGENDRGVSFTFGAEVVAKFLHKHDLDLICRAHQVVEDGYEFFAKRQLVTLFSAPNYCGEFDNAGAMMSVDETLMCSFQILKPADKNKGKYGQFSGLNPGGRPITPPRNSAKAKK
# Fh CTSL1 inh – counter-screen for PFM18AAP inhibitors: inhibitors of F. hepatica cathepsin L1; recombinant F. hepatica cathepsin L1, Z-Leu-Arg-MCA fluorescence; inhibition, % at 5.96 µM; hit rate 0.49% among 300,000;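 active = inhibition above the mean of all tested compounds plus 3 SD, set per screening campaign, cut at about 17% in these data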;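 note: 0% = plate median of test compound wells and 100% = 1 µM Z-Phe-Ala-diazomethylketone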
# ZTA counter – blocks Epstein-Barr virus ZTA, an EBNA-1 counter-screen; inhibition, % at 11 µM; hit rate 0.15% among 320,000; AID 2234; P03206; ZTA-DNA binding, fluorescence polarization; in the data active = inhibition above about 33%
# Target sequence (P03206 whole entry, looked up): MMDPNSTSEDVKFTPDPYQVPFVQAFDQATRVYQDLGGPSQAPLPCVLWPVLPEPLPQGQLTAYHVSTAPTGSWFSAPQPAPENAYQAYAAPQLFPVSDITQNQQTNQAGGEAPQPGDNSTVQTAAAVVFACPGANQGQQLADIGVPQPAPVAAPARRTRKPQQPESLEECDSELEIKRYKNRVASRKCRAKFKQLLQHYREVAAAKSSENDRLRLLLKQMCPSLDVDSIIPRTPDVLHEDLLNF
# EBNA-1 inh – blocks EBNA-1 binding to DNA. inhibition, % at 14.8 µM. EBNA-1 DNA binding, fluorescence polarization. hit rate 0.34% among 300,000; in the data active = inhibition above about 28%
# TPT1 inhibitor – C. albicans TPT1 enzyme inhibition. AID 1962. inhibition, % at 5 µM. recombinant caTPT1, FP RNA substrate dephosphorylation. hit rate 0.81% among 300,000;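 active = inhibition above the mean of all tested compounds plus 3 SD, set per screening campaign, cut at about 24% in these data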;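 note: plate controls were DMSO alone for no effect and ferristatin control at 100 nM for full effect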
# core dimer inh – HCV core protein dimerization inhibition; TR-FRET GST/Flag-core106 dimerization, 1536-well; inhibition, % at 5 µM; hit rate 0.33% among 300,000; AID 1899;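 active = inhibition above the mean of all tested compounds plus 3 SD, set per screening campaign, cut at about 45% in these data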
#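 Assay system – GST-tagged and Flag-tagged HCV core protein residues 1-106 · Quantity – core106 proteins, GST 13.5 nM and Flag 17 nM · Benchmarks – unlabelled core106 and no-GST-core106 wells · Read-out basis – percent inhibition of core106 dimerization signal · Detection – time-resolved FRET, ex 340 nm, em 617 and 671 nm · Schedule – 4 h at 22.5 °C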
# Yeast superoxide – caloric restriction mimetics inhibiting age-related superoxide in yeast; hit rate 0.18% among 330,000; superoxide response (% of plate mean), % at 10 µM; S. cerevisiae aged cells, superoxide DHE fluorescence; active compounds read low; AID 2690;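 active = superoxide response under a set limit, about three screen SD below normal, cut at about 65% in these data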;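 note: yeast aged for seven days with compound at 30 °C before DHE staining; 100% = average MFI of all compound-treated wells on the plate with controls excluded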
# PP5 primary – PP5 (human) phosphatase inhibition; P53041; hit rate 0.18% among 320,000; AID 1987; inhibition, % at 6.7 µM; purified PP5c, OMFP substrate fluorescence;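 active = inhibition above the campaign's mean inhibition across all tested compounds plus 3 SD, cut at about 9.5% in these data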;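 note: 0% = DMSO only and 100% = 100 µM cantharidin control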
# * marks the source's active call; other numbers are inactive results; . = no result given; & = joins results of further samples.
SMILES,GASC-1 inh,PP1 inh,Fh CTSL1 inh,ZTA counter,EBNA-1 inh,TPT1 inhibitor,core dimer inh,Yeast superoxide,PP5 primary
Cc1ccsc1/C=N/NC(=O)c1cccnc1,2,-4,1,-11,-6,-2,0,93,2.5
O=c1ccn(CCOc2ccc(Cl)cc2)c(=O)[nH]1,3,3,-2,-16,-2,-6,3,119,3.6
CCOC(=O)/C(C#N)=C\c1cn(C)c2ccccc12,-16,4,10,-12,-8,-1,2,86,1.1
Cc1ccc2oc(=O)c3cnn(CC(=O)NCCN4CCOCC4)c3c2c1,-9,-2,0,-7,-12,-1,1,101,0.2
COc1ccc(C(CNC(=O)COc2ccccc2-c2ccccc2)N2CCOCC2)cc1 (stereo not drawn),-2,1,-4,-11,-6,-2,-1,95,3.1
Cc1cc(SCC(=O)N2CCCC2=O)nc2c(C)cccc12,-6,-2,1,1,-11,-1,0,84,-0.8
CC1Cc2ccccc2N1Cc1ccc([N+](=O)[O-])cc1 (stereo not drawn),5,2,-1,-8,-3,-1,-8,78,5.4
CCOc1cc(N2CCOCC2)c(OCC)cc1NC(=O)c1ccco1,-13,0,4,1,-5,0,-2,95,-2.1
Cc1ncoc1C(=O)N1CCCC(C(=O)c2cccc3ccccc23)C1 (stereo not drawn),-9,-1,-3,-17,-4,-3,-2,95,1.3
CCN(CC)S(=O)(=O)c1ccc(C(=O)OCCNC(=O)c2cccnc2)cc1,8,-6,-3,0,-5,2,-6,104,2.9
CCOc1cc(NC(=O)CCl)c(OCC)cc1NC(C)=O,-19,-2,84*,-6,3,-4,0,90,4.1
C=Cc1ccc(C(=O)NC2CCCN(Cc3ccccc3F)C2)cc1 (stereo not drawn),10,1,0,-2,1,2,0,103,1.6
CC1CC(OCC(O)CN2CCOCC2)CC(C)(C)C1 (stereo not drawn),-5,-5,-2,-3,5,-5,1,118,-0.1
COCCOc1cc(N2C(=O)CSCC2=O)c(Cl)cc1Cl,0,1,-14,6,-4,1,2,93,2.3
COCCCn1c(C(=O)N2CCOCC2)cc2c(=O)n3ccccc3nc21,7,0,-2,10,1,-4,-5,86,-1.4
COc1ccc(C2N(c3ccc4c(c3)OCCO4)C(=O)C2(F)F)cc1OC (stereo not drawn),1,9,0,3,4,-3,0,106,2.3
O=C(C1CC1)N1CCN(Cc2ccccc2)CC1,1,-2,-5,-2,-8,1,-1,110,1.4
CC(Sc1n[nH]c(-c2cccs2)n1)C(=O)Nc1ccccc1F (stereo not drawn),.,-2,.,10,.,.,.,128,-2.1
O=C(O)c1ccccc1NC(=O)c1ccccc1-c1ccccc1C(=O)O,6,-2,-1,-9,-9,-2,2,98,-0.7
CCOC(=O)c1c(C)[nH]c(C)c1C(=O)COc1ncnc2ccccc12,13,4,-2,0,-6,2,1,90,2.8
Cc1c(C(=O)N2CCCCC2)nn(-c2ccc(Cl)cc2)c(=O)c1C#N,18,0,6,-6,-1,-2,0,92,-0.6
Cc1ccc(OCC(=O)O/N=C(\N)c2ccncc2)c(C)c1,11,4,-27,-8,-12,0,-6,94,3.7
COc1ccc(CN=CC2=C(O)CNC2=O)cc1,-7,-2,4,10,-1,-1,-3,114,-1.3
CC(NC(=O)CSc1ncnc2nc[nH]c12)c1ccccc1 (stereo not drawn),5,3,1,-8,-2,0,-6,105,0.9
CCOc1ccc(S(=O)(=O)NCc2ccncc2)cc1,4,-2,4,-3,6,-6,-3,94,1.1
O=C(CCn1c(=O)oc2ccccc21)NCCC1=CCCCC1,-10,-2,-3,-13,2,1,-5,101,1.3
CCOc1ccc(Oc2c(C)oc3cc(O)ccc3c2=O)cc1,-2,-3,-3,-1,-3,-3,0,101,-1.8
O=C(CSc1nc2ccc(NC(=O)CSc3nnnn3-c3ccccc3)cc2s1)Nc1ccccc1,-29,20*,2,-3,49*,6,26,84,2.9
COC(=O)C1=C(C)N=C2SC(C#N)=C(N)N2C1c1cccc(OC)c1 (stereo not drawn),9,-8,-1,8,-4,10,0,102,1.2
COc1cccc2cc(C(=O)NCc3ccc(F)cc3)c(=N)oc12,0,-4,3,-13,5,2,0,83,-0.3
Cc1ccc(CNC(=O)CCc2ccc(S(=O)(=O)NC3CCCCC3)cc2)cc1,13,0,-4,-11,-5,-6,3,103,0.9
O=C1CN(C(=O)c2ccc(Br)o2)C(c2ccc(F)cc2)c2cc(F)ccc2N1 (stereo not drawn),5,1,2,13,1,2,-5,93,2.0
Cc1nc(Nc2ccncc2)c2oc3ccccc3c2n1,-3,1,-1,-21,-1,-2,0,91,-0.6
COc1cccc(C(=O)N(Cc2ccco2)c2c(N)n(Cc3ccccc3)c(=O)[nH]c2=O)c1,-3,0,.,7,.,.,.,100,-0.1
Cc1ccc2c(c1)N(S(=O)(=O)c1cc(-c3cc(C)no3)ccc1C)CCO2,13,0,0,-2,-6,-3,-1,99,2.0
Cc1nn(Cc2ccccc2)c(=O)n1N(C)c1ncc(C(F)(F)F)cc1Cl,13,-1,-2,4,-5,-3,-2,109,-1.1
O=C(NC1CC1)C1CCN(C2CCN(C(=O)/C=C/c3ccc(F)cc3)CC2)CC1,-6,-3,1,5,14,0,-3,96,-1.6
COc1ccc(C2N(C(C)=O)CCCN2S(=O)(=O)c2ccc(C)cc2)cc1 (stereo not drawn),13,-1,-1,-3,4,-1,3,92,1.4
COc1ccc(CN=C(C#N)C2=C(O)c3ccccc3C2=O)cc1,-33,11,5,3,-5,3,-1,125,1.5
COC(=O)c1ccsc1NC(=O)c1ccc2c(c1)OCCO2,6&-11,-1,1,-2,5,-2,10,90,2.5
CCC1CCCCN1CCNC(=O)C1CCN(S(=O)(=O)c2cccc3nsnc23)CC1 (stereo not drawn),-3,-1,-2,4,-3,2,3,106,0.1
N#Cc1ccc(CSc2nnc(-c3ccncc3)o2)cc1,4,-2,-3,-12,-8,-3,-4,98,0.9
Cc1ccc(-c2nnc(SC(C)C#N)n2N)cc1 (stereo not drawn),1,-1,1,-2,-12,4,0,101,4.3
N#Cc1c(Oc2ccc3ccccc3c2)sc(C(=O)c2ccccc2)c1N,13,-4,0,-8,4,-4,-34,93,2.0
C=CCc1ccc(OCCOCCNCCOC)c(OC)c1,5,3,-3,5,-1,-5,-1,98,1.5
COc1ccc(COC(=O)N/N=C(\C)CC(=O)Nc2ccc(Cl)cc2)cc1,2,-3,6,2,8,0,0,91,0.5
CN(C)c1ccc(P(=O)(OCc2ccccc2)C(O)c2cccnc2)cc1 (stereo not drawn),-2,-5,-2,-6,-6,4,-2,98,2.0
O=C(Nc1ccc(Cc2ccncc2)cc1)c1ccc(S(=O)(=O)N2CCOCC2)cc1,27,-1,3,-11,3,-6,2,93,0.6
C=CCN1C(=O)SC(Cc2cccc(OC)c2O)C1=O (stereo not drawn),-1,3,-2,2,6,0,-1,80,2.6
COCCNC(=O)c1ccc2c(Cl)c3c(nc2c1)CCC3,7,-3,-1,1,4,-1,-10,98,1.1
COc1ccc(/C=N/Nc2cc(N3CCCC3)nc(N3CCCC3)n2)cc1,-14,6,1,14,8,-1,5,85,16*
COc1ccc(N2CCN(CC(=O)Nc3c(C)cc(C)cc3C)CC2)cc1,3,3,0,-11,-3,5,-4,98,-1.4
CCC(C)c1ccc(OCc2ccc(C(=O)O)o2)cc1 (stereo not drawn),-10,-3,1,13,3,-2,5,103,0.6
CCOC(=O)CNC(=O)CSc1ccc(-c2nc3ccccc3[nH]2)cn1,-6,1,0,2,-1,-1,4,98,2.4
CC(NC(=O)COC(=O)CCNC(=O)c1ccco1)C12CC3CC(CC(C3)C1)C2 (stereo not drawn),.,0,-40,-2,12,2,-4,96,-1.2
COc1ccc(NC(=S)NCc2cccs2)c(OC)c1,2,0,-2,-19,7,3,-4,90,-2.0
Cc1noc(C)c1COc1cccc(C(=O)OCC(=O)NCCN2C(=O)CSC2=O)c1,-1,-4,-6,8,6,-1,11,95,1.1
COc1ccc(CC(=O)NNC(=O)Cc2ccc(OC)cc2)cc1,2,-4,1,4,-5,2,1,91,-1.3
CC(=O)Oc1ccc(/C=N/NC2=NS(=O)(=O)c3ccccc32)cc1,3,-2,5,12,6,-2,-4,99,-0.1
Cc1ccc2c(c1)NC(=O)C(CC(=O)NC1CCCCC1C)O2 (stereo not drawn),1,-7,-1,-4,-7,3,-4,100,0.9
CCOC(=O)C1(Cc2ccccc2C)CCCN(C(=O)c2ccnn2C)C1 (stereo not drawn),7,-3,2,19,10,-4,2,91,-0.2
CC(=N)C1=C(O)CC(c2ccccc2)CC1=O (stereo not drawn),-6,-2,-2,-1,-1,-1,-4,92,-2.2

# In a second layout: entries from further up.
# Second line of a record: GASC-1 inh	PP1 inh	Fh CTSL1 inh	ZTA counter	EBNA-1 inh	TPT1 inhibitor	core dimer inh	Yeast superoxide	PP5 primary
C=CCN1C(=O)SC(Cc2cccc(OC)c2O)C1=O (stereo not drawn)
    -1	3	-2	2	6	0	-1	80	2.6
COCCNC(=O)c1ccc2c(Cl)c3c(nc2c1)CCC3
    7	-3	-1	1	4	-1	-10	98	1.1
COc1ccc(/C=N/Nc2cc(N3CCCC3)nc(N3CCCC3)n2)cc1
    -14	6	1	14	8	-1	5	85	16*
COc1ccc(N2CCN(CC(=O)Nc3c(C)cc(C)cc3C)CC2)cc1
    3	3	0	-11	-3	5	-4	98	-1.4
CCC(C)c1ccc(OCc2ccc(C(=O)O)o2)cc1 (stereo not drawn)
    -10	-3	1	13	3	-2	5	103	0.6
CCOC(=O)CNC(=O)CSc1ccc(-c2nc3ccccc3[nH]2)cn1
    -6	1	0	2	-1	-1	4	98	2.4
CC(NC(=O)COC(=O)CCNC(=O)c1ccco1)C12CC3CC(CC(C3)C1)C2 (stereo not drawn)
    .	0	-40	-2	12	2	-4	96	-1.2
COc1ccc(NC(=S)NCc2cccs2)c(OC)c1
    2	0	-2	-19	7	3	-4	90	-2.0
Cc1noc(C)c1COc1cccc(C(=O)OCC(=O)NCCN2C(=O)CSC2=O)c1
    -1	-4	-6	8	6	-1	11	95	1.1
COc1ccc(CC(=O)NNC(=O)Cc2ccc(OC)cc2)cc1
    2	-4	1	4	-5	2	1	91	-1.3
CC(=O)Oc1ccc(/C=N/NC2=NS(=O)(=O)c3ccccc32)cc1
    3	-2	5	12	6	-2	-4	99	-0.1
Cc1ccc2c(c1)NC(=O)C(CC(=O)NC1CCCCC1C)O2 (stereo not drawn)
    1	-7	-1	-4	-7	3	-4	100	0.9
CCOC(=O)C1(Cc2ccccc2C)CCCN(C(=O)c2ccnn2C)C1 (stereo not drawn)
    7	-3	2	19	10	-4	2	91	-0.2
CC(=N)C1=C(O)CC(c2ccccc2)CC1=O (stereo not drawn)
    -6	-2	-2	-1	-1	-1	-4	92	-2.2

# Compound activity: PubChem BioAssay, several laboratories
